Bioassay records deposited in PubChem BioAssay by National Center for Advancing Translational Sciences (NCATS).
ELG1 DNA repair: qHTS screen for small molecules that inhibit ELG1-dependent DNA repair in human embryonic kidney (HEK293T) cells expressing luciferase-tagged ELG1; HEK293T ELG1-luciferase reporter, luminescence, 16 h; DNA damage induced by 5-fluorouridine; Potency, µM (doses to about 46.1 µM), inactives show at the highest dose activity change, negative = inhibition, hits mostly inhibitors; hit rate 2.3% among 330,000; further: potency means the concentration at half of the fitted maximal effect; on the % scale 0 is the no-effect control and ±100 the full control effect; nearly all actives have a fitted effect of over 55% in size
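HEK293T cells expressing luciferase-tagged ELG1 (2,000/well) received 5-Fluorouridine plus compound or DMSO for 16 hr at 37 °C. Luciferase was read by ONE-Glo luminescence after 30 min at room temperature.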
Rab9 prom act: qHTS Assay for Rab9 Promoter Activators. Huh7 Rab9 promoter-luciferase reporter, luminescence, 24 h. Potency, µM (series often up to 9.22 µM), for the others: top-dose activation, negative = inhibition, actives largely listed as activators. hit rate 2.8% among 320,000; further: potency means the concentration at half of the fitted maximal effect; % of control where 0% means no effect; nearly all actives have a fitted effect of over 60% in size
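Luminescence from Amplite-detected luciferase (10 minutes, ambient) reports Rab9 promoter activation. Before that, stable Rab9-luciferase Huh7 cells (1500/well, reduced-serum OP-MEM I plus 10% FBS) were exposed to compound for 24 hours at 37C.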
FLuc counter: qHTS profiling assay for firefly luciferase inhibitor/activator using purifed enzyme and Km concentrations of substrates (counterscreen for miR-21 project); AID 588342, 2011; purified FLuc, Km substrates, luminescence inhibition; Potency, µM (titrated, usually from 57.5 µM), for inactives: at the highest dose activity change, negative = inhibition, most hits filed as inhibitors; hit rate 6.9% among 360,000;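 further: potency means the concentration at half of the fitted maximal effect; plate controls were vehicle for no effect and reference inhibitor for full effect; nearly all actives have a fitted effect of over 55% in size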
Target sequence (P08659 whole entry, looked up): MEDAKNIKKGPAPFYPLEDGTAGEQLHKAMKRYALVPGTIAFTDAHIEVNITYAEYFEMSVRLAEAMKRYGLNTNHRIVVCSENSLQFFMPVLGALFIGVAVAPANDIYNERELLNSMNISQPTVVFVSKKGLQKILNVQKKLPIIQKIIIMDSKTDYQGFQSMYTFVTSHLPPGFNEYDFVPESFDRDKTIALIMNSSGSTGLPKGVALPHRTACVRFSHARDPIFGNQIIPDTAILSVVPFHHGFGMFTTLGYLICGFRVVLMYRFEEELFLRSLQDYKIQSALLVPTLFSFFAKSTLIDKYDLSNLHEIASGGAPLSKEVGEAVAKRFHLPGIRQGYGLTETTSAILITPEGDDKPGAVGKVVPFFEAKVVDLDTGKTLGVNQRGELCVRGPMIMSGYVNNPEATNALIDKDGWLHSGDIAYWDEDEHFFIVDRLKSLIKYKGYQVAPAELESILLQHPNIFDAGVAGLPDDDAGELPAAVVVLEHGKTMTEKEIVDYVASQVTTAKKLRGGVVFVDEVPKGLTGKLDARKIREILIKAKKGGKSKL
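Purified P. pyralis luciferase, 10 nM final, with Km-level 10 uM D-luciferin and 10 uM ATP in 50 mM Tris acetate pH 7.5, 10 mM Mg acetate, 0.01% Tween-20, 0.05% BSA; 6-point qHTS titration about 60 µM downward; luminescence read.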
KCNH2 3.1 inh: qHTS for Inhibitors of KCHN2 3.1: Mutant qHTS; U2OS KCNH2 3.1, thallium flux FluxOr; active compounds read low; hit rate 0.95% among 340,000; activity change, % (tested at about 1.8 µM); Potassium voltage-gated channel subfamily H member 2, brain isoform KCNH2 3.1 (human);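 active means maximum activity change below -70%; inconclusive means maximum activity change from -70% to -50%; inactive means maximum activity change above -50%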;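 further: thallium influx rate constant from kinetic fluorescence after stimulation buffer; on the % scale 0 is the no-effect control and ±100 the full control effect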
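U2OS cells transduced with KCNH2 3.1 mutant virus (1.77 x 10^8 /mL, 4 h), plated overnight at 37 C, loaded 45 min with FluxOr dye plus Red40 quencher. Thallium flux rate constant from kinetic reads after stimulation buffer, normalised to controls.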
MBNL1 CUG block: qHTS Assay for Inhibitors of MBNL1-poly(CUG) RNA binding; Muscleblind-like protein 1 (Homo sapiens), Q9NR56; Potency, µM (top dose mostly 57.5 µM), without a hit: top-dose activity change, negative = inhibition, most hits filed as inhibitors; TR-FRET MBNL1-His/biotin-(CUG)12 binding, 665/545 ratio; hit rate 0.036% among 280,000; active means well fitted inhibition curve with a large enough effect in the signal ratio, with a control signal flat, not every such curve was filed as active; inconclusive means small, poorly fitted or top-dose-only effect, or effect the other way, or a change in a side signal; inactive means no such curve, though single readings can be large or run the other way; the % refers to the signal ratio; further: potency means the concentration at half of the fitted maximal effect; on the % scale 0 is the no-effect control and ±100 the full control effect
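Inhibition of protein-RNA binding appears as loss of TR-FRET between terbium anti-His antibody on MBNL1-His and streptavidin-XL665 on biotin-(CUG)12. Activity is normalized to buffer-only and uninhibited-complex controls.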
PKM2 activator: qHTS Assay for Activators of Human Muscle isoform 2 Pyruvate Kinase. Pyruvate kinase PKM (Homo sapiens), P14618. purified PKM2, Kinase-Glo ATP luminescence, activation; response scale: 0% is enzyme alone, no compound. Potency, µM (titrated, usually from 57.5 µM), without a hit: at the top dose activation, most hits filed as activators. hit rate 0.34% among 260,000. AID 1631, 2009; further: potency means the concentration at half of the fitted maximal effect; on the % scale 0 is the no-effect control and ±100 the full control effect; nearly all actives have a fitted effect of over 55% in size
Target sequence (P14618 whole entry, looked up, canonical isoform): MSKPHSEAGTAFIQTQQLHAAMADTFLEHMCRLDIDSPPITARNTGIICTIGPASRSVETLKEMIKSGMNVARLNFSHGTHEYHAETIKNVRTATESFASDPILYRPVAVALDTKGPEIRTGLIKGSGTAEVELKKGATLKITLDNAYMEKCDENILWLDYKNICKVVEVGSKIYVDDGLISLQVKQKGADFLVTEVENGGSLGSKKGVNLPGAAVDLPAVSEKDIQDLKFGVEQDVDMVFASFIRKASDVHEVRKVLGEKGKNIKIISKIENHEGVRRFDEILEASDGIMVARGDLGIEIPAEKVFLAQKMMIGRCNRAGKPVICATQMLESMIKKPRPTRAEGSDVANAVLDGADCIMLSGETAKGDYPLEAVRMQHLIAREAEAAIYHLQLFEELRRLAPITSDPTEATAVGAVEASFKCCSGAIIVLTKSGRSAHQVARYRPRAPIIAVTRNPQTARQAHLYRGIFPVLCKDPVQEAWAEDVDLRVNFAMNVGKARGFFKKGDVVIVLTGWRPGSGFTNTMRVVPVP
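hPK-M2, >95% pure; 0.1 mM ADP / 0.5 mM PEP final; imidazole pH7.2 buffer w/ 7 mM MgCl2, 50 mM KCl; 1 h RT; Kinase-Glo lum. Intermediate enzyme activity for dual inhibitor/activator qHTS.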
Menin-MLL TR inh: qHTS Assay for Inhibitors Targeting the Menin-MLL Interaction in MLL Related Leukemias: Competition With Texas Red Labeled MLL-derived Mutant Peptide | hit rate 0.23% among 270,000 | Menin + Texas Red MLL mutant peptide, fluorescence polarization | AID 1768, 2009 | Potency, µM (series often up to 61.6 µM), inactives show at the top dose FP activity change, negative = inhibition, usual class: inhibitors; active means well fitted inhibition curve with a large enough effect in the polarisation, with a control signal flat, not every such curve was filed as active; inconclusive means small, poorly fitted or top-dose-only effect, or effect the other way, or a change in a side signal; inactive means no such curve, though single readings can be large or run the other way; the % refers to the polarisation; further: potency means the concentration at half of the fitted maximal effect; % of control where 0% means no effect; many of its hits are not listed in these tables
NPC1 prom act: qHTS Assay for NPC1 Promoter Activators; Huh7 NPC1 promoter luciferase reporter, 24 h; Potency, µM (top dose mostly 9.22 µM), inactives show at the top dose activation, most hits filed as activators; AID 485313, 2010; hit rate 2.4% among 320,000;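 further: potency means the concentration at half of the fitted maximal effect; % of control where 0% means no effect; nearly all actives have a fitted effect of over 60% in size; reporter is driven by a mutant NPC1 promoter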
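In 1536-well qHTS, Huh7 cells harboring an NPC1 promoter–luciferase construct received compound for 24 h; activation was quantified by luminescence following luciferase reagent addition.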
RORg inh: qHTS for inhibitors of ROR gamma transcriptional activity; Nuclear receptor ROR-gamma (Mus musculus), P51450; Drosophila S2 Gal4-RORgamma UAS-luciferase reporter, 20 h; Potency, µM (titrated, usually from 53.6 µM), without a hit: at the top dose activity change, negative = inhibition, usual class: inhibitors; hit rate 5.4% among 310,000; AID 2551, 2010; further: potency means the concentration at half of the fitted maximal effect; on the % scale 0 is the no-effect control and ±100 the full control effect; nearly all actives have a fitted effect of over 60% in size
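Luminescence from a UAS-regulated Photinus luciferase reporter in stably transfected Drosophila Schneider cells is measured; decreased signal marks ROR gamma inhibition. Fusion expression is induced by 700 uM copper sulfate for 20 hr.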
VP16 counter: VP16 counterscreen qHTS for inhibitors of ROR gamma transcriptional activity; Drosophila S2 Gal4-VP16 UAS-luciferase, luminescence, 20 h; Potency, µM (doses to about 53.6 µM), inactives show at the top dose activity, negative = inhibition, actives largely listed as inhibitors; hit rate 3.5% among 310,000; AID 2546, 2010;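 further: Gal4-VP16 expression switched on by copper sulfate through the metallothionein promoter; potency means the concentration at half of the fitted maximal effect; on the % scale 0 is the no-effect control and ±100 the full control effect; nearly all actives have a fitted effect of over 50% in size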
Mito fusion yeast: qHTS Assay for Small Molecule Inhibitors of Mitochondrial Division or Activators of Mitochondrial Fusion; S. cerevisiae fusion-defective mutant growth rescue, CellTiterGlo 48 h; Potency, µM (top dose mostly 46.1 µM), inactives show top-dose growth rescue (activation), hits mostly activators; hit rate 0.23% among 320,000;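 further: potency means the concentration at half of the fitted maximal effect; % of control where 0% means no effect; nearly all actives have a fitted effect of over 45% in size; temperature-sensitive fusion mutants such as fzo1-1 at 37 °C on non-fermentable ethanol glycerol medium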
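Read-out: ATP-based luminescence (CellTiterGlo, 10 min ambient) reporting growth of fusion-defective ts yeast after 48 hours at 37C on glycerol/ethanol YPEG medium in the presence of compound.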
* hit, by the source's call; ? = inconclusive; · = not tested or not shown; [ ] = remark or other dose. Unless noted, the call rests on the fitted dose curve; in most records, active means well fitted curve in the direction sought with a large enough effect; inconclusive means small, poorly fitted or top-dose-only effect, or another doubt; inactive means no such curve, though single readings can be large; an effect the other way counts as inactive or inconclusive. A portion of the library; the hit share may differ from the screen's.

[1] COc1ccc(C(=O)Nc2ccc(Cl)c(Cl)c2)c(OC)n1
[2] CCOC(CC(=O)NNC(=O)c1c(-c2ccccc2Cl)noc1C)OCC
[3] CCc1cccc(CC)c1N(COC)C(=O)Cn1c(C(C)O)nc2ccccc21 (stereo unspecified)
[4] NC(=O)c1cc([N+](=O)[O-])ccc1Nc1ccccc1
[5] CSCCC(NC(=O)COc1ccccc1)C(=O)N1CCOCC1 (stereo unspecified)
[6] CCN(CC)S(=O)(=O)c1ccc(N2CCOCC2)c(NC(=O)c2cnccn2)c1
[7] COc1ccc(NC(=S)Nc2ccccc2OC)c(OC)c1
[8] Cc1cccc(OCc2nc(-c3ccc(-n4cccc4)cc3)no2)c1
screen / no.,1,2,3,4,5,6,7,8
ELG1 DNA repair,?,0%,-12%,1%,9%,?,1%,2%
Rab9 prom act,?,0%,1%,1%,1%,-6%,2%,-14%
FLuc counter,0.95µM*,-1%,-2%,-3%,-3%,-7%,-12%,-1%
KCNH2 3.1 inh,-11,-11,17,-9,7,22,6,5
MBNL1 CUG block,0%,-11%,4%,·,·,-12%,-3%,215%[activator]
PKM2 activator,3%,-4%,7%,·,·,-10%,5%,-10%
Menin-MLL TR inh,-26%,·,-15%,·,·,2%,-17%,8%
NPC1 prom act,3%,-4%,0%,-2%,0%,-8%,-6%,0%
RORg inh,-23%[0.365 µM],-17%,44%,·,·,1%,14%,6%
VP16 counter,·,1%,-5%,·,·,-11%,1%[10 µM],5%
Mito fusion yeast,0%,1%,-1%,-11%,-3%,9%,-4%,31%

[9] O=[N+]([O-])c1cc2c(cc1/C=N/Nc1nc(N3CCCC3)nc(N3CCCC3)n1)OCO2
[10] COc1ccc(-c2cc(-c3ccco3)[nH]c(=O)c2C#N)cc1OC
[11] Cc1coc2cc3oc(=O)c(Cc4ccccc4)c(C)c3cc12
[12] ClCC1CN(Cc2ccccc2Cl)CCO1 (stereo unspecified)
[13] Cc1nnc(SCc2cccs2)[nH]c1=O
[14] CN(CC(=O)Nc1ccc(F)c(F)c1F)C(=O)C1CC(=O)N(C2CCCC2)C1 (stereo unspecified)
[15] Cc1c(C#N)c2ncn(CCCN(C)C)c(=O)c2n1-c1ccccc1
[16] CC1CCN(C(=O)CNC(=O)CNC(=O)Cc2ccccc2)CC1
screen / no.,9,10,11,12,13,14,15,16
ELG1 DNA repair,?,?,1%,9%,4%,-5%,-6%,1%
Rab9 prom act,-4%,-1%,-1%,-3%,-4%,-4%,-4%,-6%
FLuc counter,4%,-9%,2%,1%,-11%,5%,2%,3%
KCNH2 3.1 inh,-1,-2,-24,-11,-2,39,6,5
MBNL1 CUG block,·,·,?,-3%,?,·,1%,4%
PKM2 activator,-2%,2%,9%,-6%,3%,·,0%,-8%
Menin-MLL TR inh,-21%,·,-17%,-1%,12%,·,4%,·
NPC1 prom act,-4%,-1%,-5%,-6%,-4%,0%,1%,-2%
RORg inh,-18%[10 µM],4%,-5%,4%,-6%,·,-17%,-29%
VP16 counter,-10%,7%,-6%,1%,-12%,·,2%,-10%
Mito fusion yeast,2%,3%,-12%,0%,-2%,-8%,2%,-1%

[17] CCOC(=O)c1[nH]c(C)c(/C(O)=C2\C(=O)C(=O)N(CCN3CCOCC3)C2c2cccs2)c1C (stereo unspecified)
[18] CC12CCC(C(=O)NNC(=O)c3ccc(Br)cc3)(OC1=O)C2(C)C (stereo unspecified)
[19] CCN1C(=O)c2cccc3c(S(=O)(=O)Nc4ncccc4C)ccc1c23
[20] COc1ccc(CCn2c(NN=C(C)C)nc3c2c(=O)[nH]c(=O)n3C)cc1
[21] O=C1NC[C@@H](Cc2ccc(O)cc2)N(CCc2cccc(F)c2)C1=O
[22] O=c1c2ccccc2cnn1Cc1n[nH]c(=S)n1-c1cc(Cl)cc(Cl)c1
[23] CCC1(c2ccc(F)cc2)NC(=O)N(CC(=O)Nc2ccc(N3CCCCC3)cc2)C1=O (stereo unspecified)
[24] Cc1ccc(N2CC(C(=O)N3CCc4ccccc4C3)CC2=O)cc1 (stereo unspecified)
screen / no.,17,18,19,20,21,22,23,24
ELG1 DNA repair,-4%,?,?,?,0%,11%,0%,6%
Rab9 prom act,-1%,3%,1%,-2%,-1%,-5%,1%,1%
FLuc counter,3%,-1%,3%,-6%,2%,-4%,?,4%
KCNH2 3.1 inh,1,11,-4,-1,8,1,1,-3
MBNL1 CUG block,-4%,-6%,?,-1%,-14%,1%,·,-7%
PKM2 activator,-1%,·,11µM*,1%,-2%,-12%,·,0%
Menin-MLL TR inh,26%,·,-13%,·,·,-16%,·,9%
NPC1 prom act,-6%,25%,-1%,-5%,-2%,0%,3%,-3%
RORg inh,-6%,8%,2%,-3%,-3%,?,·,22%
VP16 counter,5%,5%,-4%,-4%,-7%,?,·,-6%
Mito fusion yeast,-1%,-1%,2%,9%,-1%,-2%,-5%,1%

[25] CCOC(=O)c1c(-c2ccc(F)cc2)csc1/N=C/N(C)C
[26] CCOC(=O)C1CCN(C(c2cccs2)c2sc3nc(C)nn3c2O)CC1 (stereo unspecified)
[27] C=CCc1cc(OC)ccc1OCCCCn1cncn1
[28] Cc1csc(=O)n1CC(=O)OCC(=O)c1c(N)n(C)c(=O)n(C)c1=O
[29] CCC(=O)c1ccc(OCC(O)CN2CCN(c3ccccn3)CC2)cc1 (stereo unspecified)
[30] COc1cc2c(cc1NC(=S)Nc1cccc3ccccc13)oc1ccccc12
[31] Cc1ccc(NC(=O)c2cccc3cccnc23)cc1
[32] NC(=S)N/N=C/c1ccc(OC(=O)c2cccnc2)cc1
screen / no.,25,26,27,28,29,30,31,32
ELG1 DNA repair,0%,-1%,-21%,2%,13%,0%,?,12%
Rab9 prom act,2%,1%,9%,0%,-3%,20%,1.6µM*,1%
FLuc counter,-1%,2%,-2%,-2%,-1%,?,5.4µM*,-1%
KCNH2 3.1 inh,12,5,-18,-9,-11,5,0,6
MBNL1 CUG block,10%,17%,0%,·,0%,142%[activator],7%,8%
PKM2 activator,8%,2%,-1%[11.5 µM],·,0%,-11%,0%,·
Menin-MLL TR inh,1%,-8%,?,·,5%,·,25%,?
NPC1 prom act,-2%,-2%,3%,-8%,0%,11%,2.5µM*,0%
RORg inh,6%,-17%,15%,·,-42%[1.91 µM],10µM*,12%,-43%
VP16 counter,-15%,-9%,0%,·,1%,11µM*,21%,9%
Mito fusion yeast,-1%,1%,-2%,3%,-15%,2%,?,-18%

Single records, from the list above. Order of screens: ELG1 DNA repair	Rab9 prom act	FLuc counter	KCNH2 3.1 inh	MBNL1 CUG block	PKM2 activator	Menin-MLL TR inh	NPC1 prom act	RORg inh	VP16 counter	Mito fusion yeast
CCOC(=O)c1c(-c2ccc(F)cc2)csc1/N=C/N(C)C reads 0%	2%	-1%	12	10%	8%	1%	-2%	6%	-15%	-1%
NC(=S)N/N=C/c1ccc(OC(=O)c2cccnc2)cc1 reads 12%	1%	-1%	6	8%	·	?	0%	-43%	9%	-18%
Cc1ccc(NC(=O)c2cccc3cccnc23)cc1 reads ?	1.6µM*	5.4µM*	0	7%	0%	25%	2.5µM*	12%	21%	?
